Cneo AK release = Cryptococcus neoformans cell lysis inducers, primary screen, AK release luminescence, single concentration; AID 651654, 2012; hit rate 0.2% among 360,000; lysis activity, % at 15 µM; C. neoformans lysis, adenylate kinase release luminescence, 4 h; normalised: neutral wells 0, clomiphene wells 100;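 active means mean lysis activity across replicates of at least 80%, whatever share of replicates individually reach that level; inactive means mean lysis activity below 80%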
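Signal: Adenylate kinase release luminescence | Assay system: Log-phase Cryptococcus neoformans yeast cells | Input: Cells at 5 × 10^6 per mL | Buffer or medium: Fresh YPD growth medium | Compound: Single dose | Schedule: Static 4 h at 37 °C with compound, 1 h detection | Controls: Clomiphene | Read-out: Luminescence rise reflecting yeast cell lysis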
ARNT TACC3 PPI = disruptors of ARNT/TACC3 protein interaction, primary screen, biochemical, AlphaScreen, single concentration | AlphaScreen His-ARNT PAS-B/GST-TACC3 binding, luminescence; TACC3 fragment carries E629A point mutation | hit rate 0.66% among 390,000 | Transforming acidic coiled-coil-containing protein 3 (Homo sapiens), Q9Y6A5 | inhibition, % at 9.99 µM;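 active means mean inhibition of replicates at least 50% and at least half of replicates each reaching 50%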;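 further: 0% = complete ARNT plus TACC3 wells and 100% = ARNT alone without TACC3; many hits fall short of the cut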
C2C12 statin = suppressors of statin myotoxicity in C2C12 myotubes, primary screen, cell-based, single point, plate reader. C2C12 myotubes + simvastatin, ATP luminescence, 48 h; scaled: DMSO 0, geranylgeraniol control 100. rescue of ATP level, % at 7.49 µM. hit rate 0.78% among 330,000. AID 602340, 2012;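 active means mean ATP rescue above about 67%, or every replicate alone reaching that limit, limit read from the data, passing the limit was not always enough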;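 further: myotubes were challenged with 10 µM simvastatin during compound exposure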
esBAF inh = Bmi1 luciferase reporter increase in mESCs, primary screen, esBAF inhibitor project, mouse ES cells, Bmi1 luciferase knock-in, single point | 24 h; 100% = twice the neutral-well signal | reporter increase, % at 12.5 µM | hit rate 2% among 350,000; in the data active means activation above about 40%;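 further: 0% = median of the plate's neutral control wells and 100% = double that signal; a rise in the Bmi1 reporter signal indicates esBAF inhibition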
SIRT5 block = SIRT5 desuccinylase inhibitors, primary screen, biochemical, fluorescence imaging, single point, set 5 | Purified SirT5, succinyl-peptide AMC, trypsin-coupled fluorescence | inhibition, % at 15 µM | hit rate 1.1% among 330,000; in the data active means inhibition above about 15%
Target sequence (Q9NXA8 whole entry, looked up): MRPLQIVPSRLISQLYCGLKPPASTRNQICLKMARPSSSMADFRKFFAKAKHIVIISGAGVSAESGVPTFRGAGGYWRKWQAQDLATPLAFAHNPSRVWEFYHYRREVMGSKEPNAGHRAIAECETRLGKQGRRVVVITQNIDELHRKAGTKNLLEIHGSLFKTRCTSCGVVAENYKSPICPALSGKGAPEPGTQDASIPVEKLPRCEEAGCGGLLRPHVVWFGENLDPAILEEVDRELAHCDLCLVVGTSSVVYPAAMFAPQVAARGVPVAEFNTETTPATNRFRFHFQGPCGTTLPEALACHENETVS
ERp5 inh = inhibitors of ERp5-driven insulin aggregation, primary screen, biochemical, turbidity, absorbance 650 nm, single point | hit rate 0.05% among 350,000 | inhibition, % at 9.99 µM | AID 651711, 2012 | 90 min;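 active means mean replicate inhibition above about 25%, with every replicate also reaching it, limit read from the data, passing the limit was not always enough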
Target sequence (Q15084 whole entry, looked up): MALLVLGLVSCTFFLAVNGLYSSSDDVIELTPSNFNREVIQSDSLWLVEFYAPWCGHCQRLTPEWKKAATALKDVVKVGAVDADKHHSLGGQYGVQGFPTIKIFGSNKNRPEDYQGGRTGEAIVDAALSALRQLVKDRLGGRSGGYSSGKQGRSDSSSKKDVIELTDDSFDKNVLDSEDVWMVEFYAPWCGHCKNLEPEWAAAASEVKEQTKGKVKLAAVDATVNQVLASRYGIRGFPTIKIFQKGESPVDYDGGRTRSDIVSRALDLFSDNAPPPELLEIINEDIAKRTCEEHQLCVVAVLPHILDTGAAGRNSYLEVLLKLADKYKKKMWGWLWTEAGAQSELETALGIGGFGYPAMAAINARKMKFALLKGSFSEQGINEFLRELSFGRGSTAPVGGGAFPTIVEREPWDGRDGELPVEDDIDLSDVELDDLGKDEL
miR-122 sensor = miR-122 Renilla sensor signal increase in Huh7, primary screen, miR-122 inhibitor project, cell-based, single point, plate reader; Huh7 miR-122 Renilla luciferase sensor, 48 h; neutral wells = 0, positive control = 100; activation (reporter increase), % at 12.5 µM; hit rate 0.3% among 340,000;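 active means mean replicate activation score at least 90 and every replicate individually at or above 90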;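 further: higher luciferase means less miR-122 activity so hits act as miR-122 inhibitors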
An asterisk follows results filed as active; / = no result given; & = joins results of further samples; [ ] = dose if it differs, or a comment.

1) COc1ccc(NS(=O)(=O)c2cc3c(cc2C)N(C(C)=O)CCO3)cc1OC
2) C=CCNC(=O)/C(C#N)=C/c1c(C)nn(-c2ccccc2)c1Cl
3) CCCn1cnc2cc(NCc3ccccn3)ccc21
4) COc1ccc(Cl)cc1NS(=O)(=O)c1cccc2cccnc12
5) CCS(=O)(=O)N[C@H]1CC[C@H](CC(=O)NCc2ccc(Cl)cc2)O[C@H]1CO
6) CCOC(=O)c1[nH]c(C)c(C(=O)Nc2ccc(Cl)cc2)c1C
7) O=C(c1cc2cc(F)ccc2[nH]1)N1CCN(Cc2ccc3c(c2)OCO3)CC1
8) C[C@@H]1CN([C@@H](C)CO)S(=O)(=O)c2ccc(C#Cc3cccc(F)c3)cc2O[C@H]1CN(C)C(=O)NC1CCCCC1
compound no.	1	2	3	4	5	6	7	8
Cneo AK release	-2.1	-1.2	-3.0	-0.8	-0.3	-7.3	-4.3	-0.2
ARNT TACC3 PPI	18.9	/	32.9	20.7	5.0	-20.5	/	5.0
C2C12 statin	0.1	1.7	-25.8	15.7	1.8	-5.5	-1.5	-8.7
esBAF inh	10.8	12.0	-45.6	-5.5	1.3	13.5	-8.3	3.7
SIRT5 block	-2.4	-1.7	-1.1	-2.9	-2.3	/	-0.8	13.4
ERp5 inh	1.4	1.4	0.3	-4.9	2.0	-1.6	-0.3	-1.1
miR-122 sensor	23.9	22.4	-9.2	89.0	/	/	11.2	-4.2[16.7 µM]

9) CCN1C(=O)C2C(c3ccccc3F)NC(Cc3ccc(O)cc3)(C(=O)OC)C2C1=O (configuration not stated)
10) O=C(CCc1ccc(O)c(O)c1)N/N=C/c1ccc2c(c1)OCO2
11) CCCSc1nc(SCC(=O)NCc2ccccc2)c2c3c(sc2n1)COC(C)(C)C3
12) N#CC1=C(SCC(=O)NCc2ccccc2)NC(=O)CC1c1ccco1 (configuration not stated)
13) COc1ccc(C)cc1NC(=O)COC(=O)C1CCN(C(=O)c2ccc(Cl)cc2)CC1
14) CCOC(=O)C(C)Sc1nnc(-c2c[nH]c3ccccc23)n1C (configuration not stated)
15) O=C(CN1C(=O)NC(c2ccccc2)(c2ccccc2)C1=O)NCc1cccs1
16) Cc1cccc(S(=O)(=O)N[C@@H]2CC[C@H](CCNC(=O)CCN3CCCCC3)O[C@@H]2CO)c1
compound no.	9	10	11	12	13	14	15	16
Cneo AK release	-0.6	-0.3	-0.9	-0.8	1.4	-1.3	0.2	3.2
ARNT TACC3 PPI	12.9	3.4	-0.3	-2.3	-2.1	0.3	-7.8	-8.8
C2C12 statin	4.3	-0.4	-31.3	-0.1	4.7	6.2	9.9	-0.9
esBAF inh	7.1	8.6	-8.6	-4.6	-9.6	1.9	13.7	2.0
SIRT5 block	/	-1.1	/	/	1.6	-1.2	0.0	1.6
ERp5 inh	/	-0.8	/	/	0.0	-5.1	5.1	-6.6
miR-122 sensor	-0.3	0.5	-3.9	-4.4	1.9	-5.7	/	/

17) CN(C)S(=O)(=O)c1ccc(N2CCCC2)c(C(=O)Nc2ccccc2Br)c1
18) Cc1ccc(CNC(=O)CN2C(=O)CSc3ccc(S(=O)(=O)N4CCCCC4)cc32)cc1
19) CCCC1=C(C(=O)OCC)C(c2ccco2)C(C#N)=C(N)O1 (configuration not stated)
20) COc1ccccc1CNC(=O)N[C@@H](Cc1ccccc1)C(=O)O
21) COC(=O)c1ccc(CSc2nnc(CS(=O)Cc3ccc(Br)cc3)n2-c2ccccc2)cc1 (configuration not stated)
22) O=C(CN1CCOCC1)N1CCCCN2[C@H](C1)[C@H](c1ccc(-c3ccccc3)cc1)[C@@H]2CO
23) CC(Oc1ccccc1F)c1nnc(SCC(=O)c2c(N)n(C3CC3)c(=O)[nH]c2=O)o1 (configuration not stated)
24) Cc1[nH]ccc(=O)c1Cc1c(Cl)cccc1Cl
compound no.	17	18	19	20	21	22	23	24
Cneo AK release	-1.7	0.7	-8.4	3.2	-1.9	-2.7	-0.3	-0.9
ARNT TACC3 PPI	-2.7	-2.4	0.6	-5.1	-0.4	-10.9	1.2	-13.2
C2C12 statin	/	-2.1	7.7	2.1	6.0	14.6	3.9	-10.1
esBAF inh	/	7.4	-6.7	2.7	1.3	-5.5	-5.5	-3.4
SIRT5 block	-2.0	3.0	-3.6	/	18.0*	21.3*	1.0	-2.4
ERp5 inh	-2.9	4.0	3.5	/	-5.8	3.4	-5.2	3.7
miR-122 sensor	/	3.6	4.2	3.7	-6.5	-7.2[16.7 µM]	-3.6	-4.3

25) N#Cc1nc(COc2ccc(-c3ccccc3)cc2)oc1NCCCN1CCOCC1
26) CCOC(=O)N1CCN(C(=O)c2ccc(S(=O)(=O)Nc3cccc(C(F)(F)F)c3)cc2)CC1
27) C[C@@H]1CN([C@@H](C)CO)C(=O)c2cccc(NS(=O)(=O)c3cn(C)cn3)c2O[C@H]1CN(C)C(=O)Nc1ccc2c(c1)OCO2
28) O=C(Nc1ccccc1)C1=C[C@@H](c2coc3ccccc3c2=O)C[C@@H](OCc2ccc(CO)cc2)O1
29) CC(N)c1csc(Nc2ccc(C(=O)NCCCO)cn2)n1 (configuration not stated)
30) Cc1ccc(S(=O)(=O)N(C)C[C@H]2OCCCC[C@@H](C)Oc3ccc(NC(=O)CCC(F)(F)F)cc3C(=O)N([C@H](C)CO)C[C@@H]2C)cc1
31) COc1ccc2nc(NC(=O)c3c(C)noc3C)sc2c1
32) Cc1cc(C)c(NS(=O)(=O)c2ccc(NC(=O)CCC(=O)O)cc2)c(C)c1
compound no.	25	26	27	28	29	30	31	32
Cneo AK release	-1.1	-7.7	0.2	0.8&-7.7	-1.8	13.6	-5.1	/
ARNT TACC3 PPI	-6.9	4.4	1.7	-1.1	/	-12.5	/	-10.2
C2C12 statin	0.3	2.5	19.3	1.6	9.6	/	-11.7	8.0
esBAF inh	-2.2	-7.7	32.9	1.0	0.7	-0.2	25.4	-9.2
SIRT5 block	/	/	5.2	8.5	1.7	6.9	-1.1	-6.0
ERp5 inh	/	/	-0.5	-5.6&-0.9	1.1	-1.4	-1.9	-3.5
miR-122 sensor	-17.1	12.0	-7.3[16.7 µM]	/	-0.1	9.4[16.7 µM]	5.3	/

33) O=C(Cc1ccccc1)N1CC[C@@H]2[C@@H](CO)Nc3ccc(-c4ccccc4F)cc3[C@@H]21
34) CCCCN(C=O)c1c(CC)nc2ccc(C(=O)NCCc3ccccn3)cn12
35) CCOC(=O)c1c(NC(=O)Cc2cccs2)sc(C(=O)NC2CCCCC2)c1C
36) O=C(CSc1nnc2ccc(-c3ccc(F)cc3)nn12)N1CCOCC1
37) COc1ccccc1-c1cnc2c(c1)C(=O)N([C@@H](C)CO)C[C@H](C)[C@H](CN(C)C(=O)c1cccnc1)O2
38) O=Cc1ccc(-c2ccccc2OC(F)(F)F)o1
39) CCOc1cc(CN2CCCC(CO)(Cc3ccc(F)cc3F)C2)ccc1OC (configuration not stated)
40) CCC(C)c1ccccc1N1CC(C(=O)N2CCN(C(=O)c3ccco3)CC2)CC1=O (configuration not stated)
compound no.	33	34	35	36	37	38	39	40
Cneo AK release	-5.1	-0.1	-3.8	-4.5	2.8	2.5	-0.8	1.1
ARNT TACC3 PPI	11.8	/	-4.4	-3.7	4.0	-6.2	1.5	-2.7
C2C12 statin	19.9	-7.8	77.8*	-5.5	15.1	7.4	3.8	5.0
esBAF inh	-2.2	1.2	-13.7	5.5	-0.4	-6.0	-1.3	-10.0
SIRT5 block	1.7	1.9	/	-4.8	-2.6	/	5.1	0.8
ERp5 inh	4.2	2.5	/	-6.0	8.2	/	3.1	-2.5
miR-122 sensor	12.1[16.7 µM]	-22.0	-1.9	-4.0	23.6[16.7 µM]	4.9	/	-0.5

41) COc1ccc(S(=O)(=O)Nc2cccc3c2O[C@H](CN(C)S(=O)(=O)c2cn(C)cn2)[C@H](C)CN([C@@H](C)CO)C3=O)cc1
42) COc1ccc(/C=C\C(=O)c2c(O)ccc3c(C)cc(=O)oc23)cc1OC
43) Cc1ccc(-n2c(-c3ccccc3)n[nH]c2=S)cc1
44) CC1(C(=O)NS(=O)(=O)c2ccccc2C(F)(F)F)CCN1C(=O)CCC1CCCC1 (configuration not stated)
45) CC1C(=O)N2CCCc3cc(NC(=O)C(=O)NCc4cccnc4)cc1c32 (configuration not stated)
46) C[C@H](CO)N1C[C@H](C)[C@@H](CN(C)C(=O)Nc2ccc3c(c2)OCO3)OCCCC[C@H](C)Oc2ccc(NC(=O)C3CCCCC3)cc2C1=O
47) O=C1CCCCC1C(O)(C(=O)c1ccccc1)c1ccccc1 (configuration not stated)
48) C[C@@H]1CN([C@H](C)CO)C(=O)Cc2cc(NS(=O)(=O)c3cn(C)cn3)ccc2O[C@H]1CN(C)Cc1ccncc1
compound no.	41	42	43	44	45	46	47	48
Cneo AK release	53.5	-9.1	-0.6	-0.2	4.5	-1.5	0.9	-2.5
ARNT TACC3 PPI	5.0	-0.2	23.2	/	-3.5	-3.2	/	-3.8
C2C12 statin	52.4	0.3	-2.1	-2.8	/	/	-3.4	-0.5
esBAF inh	0.9	0.8	4.9	-0.3	/	19.2	-3.9	2.6
SIRT5 block	8.6	/	/	/	0.9	2.8	/	-5.4
ERp5 inh	-4.1	/	/	-4.8	-0.3	-6.6	-2.2	0.4
miR-122 sensor	-3.1[16.7 µM]	9.7	-2.4	8.9	/	-0.2[16.7 µM]	-1.3	-3.0[16.7 µM]

Ordered by value in SIRT5 block (smallest number first): four from the list above.
nr	smiles	SIRT5 block
48	C[C@@H]1CN([C@H](C)CO)C(=O)Cc2cc(NS(=O)(=O)c3cn(C)cn3)ccc2O[C@H]1CN(C)Cc1ccncc1	-5.4
45	CC1C(=O)N2CCCc3cc(NC(=O)C(=O)NCc4cccnc4)cc1c32 (configuration not stated)	0.9
46	C[C@H](CO)N1C[C@H](C)[C@@H](CN(C)C(=O)Nc2ccc3c(c2)OCO3)OCCCC[C@H](C)Oc2ccc(NC(=O)C3CCCCC3)cc2C1=O	2.8
41	COc1ccc(S(=O)(=O)Nc2cccc3c2O[C@H](CN(C)S(=O)(=O)c2cn(C)cn2)[C@H](C)CN([C@@H](C)CO)C3=O)cc1	8.6

Next part:
49) O=c1c2ccccc2cnn1Cc1n[nH]c(=S)n1-c1ccccc1
50) COc1cccc(C2CC(c3ccc(Cl)cc3Cl)n3nc(N)nc3N2)c1 (configuration not stated)
51) CCSc1nc(O)c(C(c2cccc(OC)c2)c2c(O)nc(SCC)[nH]c2=O)c(=O)[nH]1
52) CCCCNC(=O)COC(=O)C1CCN(S(=O)(=O)c2ccc3c(c2)OCCO3)CC1
53) O=C(NC(=S)NCc1cccnc1)c1cccc2ccccc12
54) CCOc1ccc(NC(=O)COC(=O)CC2CC3CCC2C3)cc1 (configuration not stated)
55) CCCOc1ccc(N2CC(C(=O)NC3=NCCS3)CC2=O)cc1 (configuration not stated)
56) CCc1nnc(NC(=O)C2CC(=O)N(CCc3ccccc3)C2)s1 (configuration not stated)
compound no.	49	50	51	52	53	54	55	56
Cneo AK release	-0.6	1.5	0.1	-1.7	/	-3.6	2.8	/
ARNT TACC3 PPI	2.7	-0.2	1.6	-5.2	-11.4	-1.1	-2.4	-3.6
C2C12 statin	-7.8	-1.6	-4.3	-3.2	/	-5.8	-3.3	/
esBAF inh	-3.6	-3.8	0.6	-6.0	/	-1.4	-6.4	-13.1
SIRT5 block	1.1	/	-1.4	-0.3	-2.5	6.6	7.3	/
ERp5 inh	-1.2	6.2	2.6	5.0	-24.1	-1.2	3.0	/
miR-122 sensor	-4.8	-7.8	/	-8.9	-7.9	2.0	-0.7	-14.9

Screens from PubChem.

Compounds were not picked by outcome; 4% or so of the library scored in one or more.
